Compound activity: PubChem BioAssay, National Center for Advancing Translational Sciences (NCATS)
GAA spleen mod – inhibitors or activators of human alpha-glucosidase in spleen homogenate; P10253; human spleen homogenate, 4-MU-alpha-glucoside fluorescence; Potency, µM (titrated, usually from 79.9 µM), without a hit: top-dose activity change, negative = inhibition, hits mostly inhibitors; 240,000 compounds, 0.006% hits; AID 2112;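 further: 0% = enzyme with vehicle and -100% = no enzyme basal signal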
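Human spleen homogenate (1 ug) incubated with compounds and 1 mM 4-methylumbelliferyl-alpha-D-glucopyranoside in pH 5.0 citrate/phosphate buffer, 37 C, 40 min. Stopped at pH 10; 4-MU fluorescence (Ex 365/Em 440 nm); AC50 by Hill fit.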
HTT aggregate – reduces HttQ103-GFP aggregates in PC12 cells | AID 1688 | Potency, µM (top dose mostly 46.1 µM), for the others: at the top dose activity change, negative = inhibition, usual class: inhibitors | 220,000 compounds, 1.1% hits | PC12 HttQ103-GFP aggregates, Acumen cytometry, 40 h; further: on the % scale 0 is the no-effect control and ±100 the full control effect; nearly all actives have a fitted effect of over 60% in size
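Quantitative HTS on tebufenozide-induced (100 nM) PC12 cells stably expressing polyQ103 Huntingtin exon 1–GFP. Reduction of bright GFP aggregates, detected by laser scanning cytometry after lysis, identified actives across the titration.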
GAA inh – blocks human lysosomal alpha-glucosidase; purified human GAA, 4-MU-alpha-glucoside fluorescence; Potency, µM (titrated, usually from 76.9 µM), for the others: at the top dose activity change, negative = inhibition, actives largely listed as inhibitors; 200,000 compounds, 0.005% hits; AID 1466;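 further: plate controls were uninhibited enzyme wells for no effect and no-enzyme background for full effect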
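Enzyme (4 nM final) mixed with compound (up to 77 uM), then 4-MU-alpha-D-pyranoside (400 uM final) added; 20 min at room temperature, pH 5.0. Reaction stopped at pH 10, fluorescence read, AC50 derived by Hill fit.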
IMPase Li cell – cell-permeable IMPase inhibitors with lithium potentiation | 210,000 compounds, 0.35% hits | Potency, µM (series often up to 59.4 µM), for the others: top-dose activity, negative = IMPase inhibition, actives largely listed as inhibitors | CHO-M1 cells, IP1 TR-FRET (IP-One), carbachol + lithium;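 further: IP1 builds up when IMPase is blocked and the TR-FRET signal falls; plate controls were basal vehicle for no effect and high inhibitor control for full effect; nearly all actives have a fitted effect of over 50% in size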
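CHO cells stably expressing M1 receptor (2000/well) were cultured 16–30 h, then exposed to compounds with a small lithium addition for 30 min at 37C. IP1 was measured by TR-FRET competition; AC50 from Hill fits.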
GoLoco inh red – inhibitors of human Gai1-RGS12 GoLoco interaction (red fluorophore) | AID 880 | P63096 | Potency, µM (highest dose often 61.6 µM), without a hit: at the top dose activity, negative = inhibition, actives largely listed as inhibitors | 230,000 compounds, 0.44% hits | Gai1:RGS12 GoLoco peptide FP, rhodamine, 10 min; active means well fitted inhibition curve with a large enough effect, not every such curve was filed as active; inactive means no such curve, though single readings can be large or run the other way; further: on the % scale 0 is the no-effect control and ±100 the full control effect; nearly all actives have a fitted effect of over 30% in size; many of its hits are not listed in these tables
Target sequence (P63096 whole entry, looked up): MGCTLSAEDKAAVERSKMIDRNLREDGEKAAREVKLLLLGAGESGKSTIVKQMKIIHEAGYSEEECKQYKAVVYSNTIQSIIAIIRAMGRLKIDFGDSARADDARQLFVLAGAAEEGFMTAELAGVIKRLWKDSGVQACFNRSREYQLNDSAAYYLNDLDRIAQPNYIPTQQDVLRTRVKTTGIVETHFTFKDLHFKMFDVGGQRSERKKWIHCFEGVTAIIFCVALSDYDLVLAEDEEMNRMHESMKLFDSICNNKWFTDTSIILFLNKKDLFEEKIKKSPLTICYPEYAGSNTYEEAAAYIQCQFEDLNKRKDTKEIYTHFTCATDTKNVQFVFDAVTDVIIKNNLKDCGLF
HTT ATP protect – protects HTT-Q103 PC12 cells, measured by ATP; AID 1471; Potency, µM (titrated, usually from 56.4 µM), for the others: cytoprotection (ATP increase), usual class: activators; 230,000 compounds, 0.14% hits; PC12 HTT-Q103 induced, cytoprotection, ATP luminescence, 40 h;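 further: % of control where 0% means no effect; nearly all actives have a fitted effect of over 45% in size; toxic huntingtin expression switched on by the ecdysone agonist tebufenozide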
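Huntington model: PC12 line, ecdysone-inducible HTTQ103 exon1–GFP, tebufenozide 100 nM. Test articles in a dose series. Endpoint luminescence from cellular ATP.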
GAA glycogen mod – inhibitors or activators of human alpha-glucosidase glycogen cleavage; recombinant GAA, glycogen substrate, Amplex Red glucose oxidase fluorescence; 300,000 compounds, 0.38% hits; AID 2100; Potency, µM (highest dose often 76.4 µM), without a hit: at the highest dose activity change, negative = inhibition, most hits filed as inhibitors; P10253;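 further: 0% = full enzyme reaction and -100% = no-enzyme basal signal; the screen sought inhibitors and activators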
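Recombinant human alpha-glucosidase (4 nM final) hydrolysed bovine liver glycogen (30 ug) for 40 min at 37 C in pH 5.0 citrate/phosphate with 0.01% Tween-20. Released glucose detected by glucose oxidase/Amplex Red, Ex 573/Em 610 nm. Compounds up to 77 uM; AC50 from Hill fits.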
Starred values were filed as active, the others as inactive; ? = inconclusive; nt = not tested or not shown; [ ] = remark or other dose. Unless noted, the call rests on the fitted dose curve; in most records, active means well fitted curve in the direction sought with a large enough effect; inconclusive means small, poorly fitted or top-dose-only effect, or another doubt; inactive means no such curve, though single readings can be large; an effect the other way counts as inactive or inconclusive. Potency means the concentration at half of the fitted maximal effect. An excerpt, so the mix of outcomes need not match the whole.

Start of the data: the first 5 entries (preview)
(1) O=[N+]([O-])c1ccccc1-c1cc(-c2ccccc2O)n[nH]1
(2) Cc1cc(C)nc(NC(=O)/C=C/c2ccc(Cl)cc2Cl)c1
(3) CC(C)(C)C(=O)Nc1ccc(C(=O)Nc2cccnc2)cc1
(4) COc1ccc(C(C(=O)NCc2ccccc2)N(Cc2ccc3c(c2)OCO3)C(=O)c2cnccn2)cc1 (configuration not stated)
(5) S=c1[nH]nc(-c2cc(-c3ccsc3)n[nH]2)n1-c1ccccc1

assay / entry	1	2	3	4	5
GAA spleen mod	5%	2%	-4%	2%	2%
HTT aggregate	8%	8%	6%	-10%	-11%[9.22 µM]
GAA inh	0%	1%	-3%	-3%	-12%
IMPase Li cell	12%	11%[38.3 µM]	9%[38.3 µM]	22%[38.3 µM]	nt
GoLoco inh red	-6%	7%	10%	-7%	10%
HTT ATP protect	11%[10 µM]	-5%	-1%[10 µM]	-8%	7%[10 µM]
GAA glycogen mod	-5%	4%	9%	1%	-26%

The whole of this part (from the top)
(1) O=[N+]([O-])c1ccccc1-c1cc(-c2ccccc2O)n[nH]1
(2) Cc1cc(C)nc(NC(=O)/C=C/c2ccc(Cl)cc2Cl)c1
(3) CC(C)(C)C(=O)Nc1ccc(C(=O)Nc2cccnc2)cc1
(4) COc1ccc(C(C(=O)NCc2ccccc2)N(Cc2ccc3c(c2)OCO3)C(=O)c2cnccn2)cc1 (configuration not stated)
(5) S=c1[nH]nc(-c2cc(-c3ccsc3)n[nH]2)n1-c1ccccc1
(6) Cc1[nH]n(-c2ccccc2)c(=O)c1C(=O)c1ccc([N+](=O)[O-])cc1

assay / entry	1	2	3	4	5	6
GAA spleen mod	5%	2%	-4%	2%	2%	4%
HTT aggregate	8%	8%	6%	-10%	-11%[9.22 µM]	-2%[9.22 µM]
GAA inh	0%	1%	-3%	-3%	-12%	3%
IMPase Li cell	12%	11%[38.3 µM]	9%[38.3 µM]	22%[38.3 µM]	nt	5%
GoLoco inh red	-6%	7%	10%	-7%	10%	4%
HTT ATP protect	11%[10 µM]	-5%	-1%[10 µM]	-8%	7%[10 µM]	5%[10 µM]
GAA glycogen mod	-5%	4%	9%	1%	-26%	-11%

(7) CCOC(=O)C1CCCN(C(=O)c2cn(CC)c3ccc(S(=O)(=O)N4CCCC4)cc3c2=O)C1 (configuration not stated)
(8) Fc1ccc(/C=N/Nc2ccccn2)cc1
(9) O=C(COC(=O)c1cnc(Cl)c(Cl)c1)NCc1ccco1
(10) COc1ccc(NC(=O)CC2C(=O)N(CCc3ccccc3)C(=S)N2Cc2cccnc2)cc1 (configuration not stated)
(11) O=C(CCc1nc2ccccc2c(=O)[nH]1)NCc1ccccn1
(12) O=[N+]([O-])c1nn(-c2ccccc2)n(O)c1=NCc1ccc2c(c1)OCO2

assay / entry	7	8	9	10	11	12
GAA spleen mod	-8%	9%	-8%	-14%	-5%	-21%
HTT aggregate	-14%	0%	5%	?	-4%	-2%
GAA inh	?	-5%	-8%	-11%	-3%	-1%
IMPase Li cell	-18%[38.3 µM]	4%	2%	8%[38.3 µM]	-10%	8%[38.3 µM]
GoLoco inh red	6%	2%	5%	6%	-3%	3%
HTT ATP protect	-4%	12%[10 µM]	?	-55%[inhibitor]	-19%	2%
GAA glycogen mod	4%	2%	?	?	7%	3%

Profiles from above.
S=c1[nH]nc(-c2cc(-c3ccsc3)n[nH]2)n1-c1ccccc1 across the screens: GAA spleen mod: 2%; HTT aggregate: -11%[9.22 µM]; GAA inh: -12%; IMPase Li cell: nt; GoLoco inh red: 10%; HTT ATP protect: 7%[10 µM]; GAA glycogen mod: -26%
COc1ccc(C(C(=O)NCc2ccccc2)N(Cc2ccc3c(c2)OCO3)C(=O)c2cnccn2)cc1 (configuration not stated) across the screens: GAA spleen mod: 2%; HTT aggregate: -10%; GAA inh: -3%; IMPase Li cell: 22%[38.3 µM]; GoLoco inh red: -7%; HTT ATP protect: -8%; GAA glycogen mod: 1%

Additional entries:
(13) FCCCOc1ccc(/C=N/OCc2ccc(Cl)cc2Cl)cc1
(14) CCCCN(CC(=O)NC(C)(C)C)C(=O)C(=O)Nc1ccc2c(c1)OCCO2
(15) c1ccc(-c2csc(NC3=NCCCCC3)n2)cc1
(16) CCc1ccc(NC(=O)CSc2nnc(Cc3cccn3C)n2-c2ccc(F)cc2)cc1
(17) CCOC(=O)N1CCN(C(=O)CSCC(=O)Nc2nc(-c3ccccc3)cs2)CC1
(18) Cc1csc(SCc2c(C(=O)O)oc3ccccc23)n1

assay / entry	13	14	15	16	17	18
GAA spleen mod	-10%	8%	-1%	-5%	-1%	5%
HTT aggregate	-11%	-5%[9.22 µM]	-12%	5%	-12%	-9%
GAA inh	-3%	5%	-12%	?	-3%	-1%
IMPase Li cell	3%[38.3 µM]	14%	8%	31%[38.3 µM]	8%	-11%[38.3 µM]
GoLoco inh red	1%	11%	-1%	22%	-1%	0%
HTT ATP protect	4%	5%[10 µM]	-3%[1.9 µM]	-10%	30%[10 µM]	17%
GAA glycogen mod	-5%	12%	-5%	-4%	2%	-8%

(19) Cc1ccc(NC(=O)c2nc[nH]c2C(=O)N2CCOCC2)c(C(=O)c2ccccc2)c1
(20) COc1cc(/C=C2\COC/C(=C\c3cc(OC)c(OC)c(OC)c3)C2=O)cc(OC)c1OC
(21) Cc1[nH]c2ccc(F)cc2c1CCN1C(=O)OC(C)(C)C1(C)O (configuration not stated)
(22) Cn1cc([N+](=O)[O-])c(C(=O)N(Cc2ccccc2)Cc2ccccc2)n1
(23) CCOC(=O)C1=C(CC)Nc2ccccc2N=C1NC(=O)c1ccc(OC)c(S(=O)(=O)N2CCCCC2C)c1 (configuration not stated)
(24) C=CCN(c1ccccc1)S(=O)(=O)c1ccc(Cl)c(C(=O)OCC(=O)N(C)C2CCS(=O)(=O)C2)c1 (configuration not stated)

assay / entry	19	20	21	22	23	24
GAA spleen mod	-2%	-7%	1%	1%	1%	-9%
HTT aggregate	9%[9.22 µM]	1%[9.22 µM]	6%[9.22 µM]	24%	1%	20%
GAA inh	9%	-5%	nt	8%	-3%	-5%
IMPase Li cell	3%	nt	nt	0%	7%	15%
GoLoco inh red	6%	6%	6%	-1%	-2%	9%
HTT ATP protect	-2%[10 µM]	-44%[10 µM]	0%[10 µM]	2.5µM*	5%	nt
GAA glycogen mod	1%	-20%	-2%	-1%	1%	-3%

(25) O=C(CN1CCSCC1)N/N=C/c1ccc(F)cc1
(26) CC(C)NC(=O)NC(=O)CSc1ccccc1F
(27) Fc1cccc(Cl)c1CSc1ccc(-c2ccco2)nn1
(28) CC(C)c1ccc(NC(=S)NC2CCN(Cc3ccccc3)CC2)cc1
(29) COc1ccc(-c2ccc(CCC(=O)O)n2NC(=O)c2ccc(O)cc2)cc1
(30) Cc1nc(SCc2ccccc2)c(C(F)(F)F)c(=O)[nH]1

assay / entry	25	26	27	28	29	30
GAA spleen mod	3%	-2%	-2%	-1%	-2%	9%
HTT aggregate	4%	-2%	-10%	3%	-10%	5%
GAA inh	2%	-3%	3%	-5%	2%	0%
IMPase Li cell	20%[38.3 µM]	4%	0%	1%	10%	-1%[38.3 µM]
GoLoco inh red	-13%	2%	0%	6%	3%	-2%
HTT ATP protect	-9%	3%[10 µM]	-56%[inhibitor]	3%[1.9 µM]	?	-13%[0.074 µM]
GAA glycogen mod	3%	5%	-3%	-16%	-5%	4%

(31) CC1CN(C(=S)SCCN2Cc3ccccc3C2=O)CC(C)O1 (configuration not stated)
(32) O=C(c1coc2ccc(O)cc12)C1CC1
(33) O=C(N1CCCCCC1)N1CCN(C(=O)N2CCCCC2)CC1
(34) CS(=O)(=O)N1CCN(Cc2ccc(C(F)(F)F)cc2)CC1
(35) O=c1ccnc(S/C=C/c2ccccc2)[nH]1
(36) CC(=O)NS(=O)(=O)c1ccc(NC(=O)CC(C)c2ccccc2)cc1 (configuration not stated)

assay / entry	31	32	33	34	35	36
GAA spleen mod	2%	-4%	-7%	-3%	-3%	-1%
HTT aggregate	?	0%	-8%	1%	23%	-17%
GAA inh	1%	1%	-1%	-3%	-2%	10%
IMPase Li cell	-6%	-42%[38.3 µM]	6%[38.3 µM]	18%[38.3 µM]	-1%[38.3 µM]	2%
GoLoco inh red	-19%	1%	1%	-7%	11%	9%
HTT ATP protect	-8%[1.9 µM]	8%	-29%	25%[10 µM]	-56%[inhibitor]	?
GAA glycogen mod	-5%	-3%	8%	2%	25%	3%

(37) Cc1nc2nc(-c3cccnc3)[nH]n2c(=O)c1Cc1ccccc1
(38) Cc1ccc(NC(=O)C2CCCN2C(=O)NC2CCCCC2)c(C)c1 (configuration not stated)
(39) C=CCn1c(-c2ccc(N)cc2)nc2ccccc21
(40) COc1ccccc1NS(=O)(=O)c1cccc(NC(=O)Nc2ccc(Cl)cc2)c1
(41) O=C(NCc1ccccc1)c1ccc(CS(=O)(=O)Cc2ccccc2F)o1
(42) CCCN1C(=O)c2cc(C(=O)O)ccc2C1O (configuration not stated)

assay / entry	37	38	39	40	41	42
GAA spleen mod	-5%	0%	-2%	4%	-5%	-4%
HTT aggregate	3%	5%	-1%	?	7%	-3%
GAA inh	-1%	4%	-11%	-6%	5%	-4%
IMPase Li cell	1%[38.3 µM]	6%	-7%[38.3 µM]	24%	-7%	22%[38.3 µM]
GoLoco inh red	4%	-3%	16%	-1%	18%	-15%
HTT ATP protect	-13%	12%[10 µM]	-27%	-127%[inhibitor]	-13%	0%[10 µM]
GAA glycogen mod	-9%	4%	7%	-2%	4%	-3%

(43) Cc1ccc2nc(-c3ccsc3)c(NC3CCCC3)n2c1
(44) COc1ccc(OC)c(-c2cc(C3CCN(c4cc(Cl)nc(N)n4)CC3)[nH]n2)c1
(45) CCCc1nnc(NC(=O)CCC(=O)N2CCN(S(=O)(=O)c3ccc(F)cc3)CC2)s1
(46) O=C(Nc1ccc2c(c1)OCO2)c1cccc(F)c1
(47) CCOC(=O)c1ccc(N2C(=O)CC(C)(CC)CC2=O)cc1

assay / entry	43	44	45	46	47
GAA spleen mod	-2%	0%	0%	-14%	1%
HTT aggregate	10%	-29%	-19%[9.22 µM]	1%	-13%[9.22 µM]
GAA inh	2%	?	nt	-3%	nt
IMPase Li cell	-27%	19%[38.3 µM]	nt	-21%[38.3 µM]	nt
GoLoco inh red	11%	12%	0%	5%	-4%
HTT ATP protect	-25%	-123%[inhibitor]	4%[10 µM]	-33%	16%[10 µM]
GAA glycogen mod	?	-5%	-12%	7%	6%
